TAAR1 ag: agonists of human TAAR1; CHO RD-HGA16 TAAR1, Fluo-8 calcium fluorescence; vehicle wells 0%, saturating PEA agonist 100%; Q96RJ0; 360,000 compounds, 0.99% hits; activation, % at 3 µM; AID 624467;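 active = activation above the mean activation of all test compounds in the run plus 3 SD, cut at about 38% in these data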
Target sequence (Q96RJ0 whole entry, looked up): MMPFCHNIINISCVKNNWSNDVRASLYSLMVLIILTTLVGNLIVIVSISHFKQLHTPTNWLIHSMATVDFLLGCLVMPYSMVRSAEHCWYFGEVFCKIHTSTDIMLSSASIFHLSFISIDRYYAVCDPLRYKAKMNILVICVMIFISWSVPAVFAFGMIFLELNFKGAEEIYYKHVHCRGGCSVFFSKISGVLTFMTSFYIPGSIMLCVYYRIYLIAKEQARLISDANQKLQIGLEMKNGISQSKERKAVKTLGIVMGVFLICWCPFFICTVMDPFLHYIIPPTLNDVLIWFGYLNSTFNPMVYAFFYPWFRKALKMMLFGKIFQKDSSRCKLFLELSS
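System: CHO RD-HGA16 cells carrying human TAAR1 plus Gα16; Incubation: 17-24 h seeding, 75 min 37 °C dye, 30 min RT; Measured by: Fluo-8 fluorescence, 5 s baseline then 140 s kinetic read; Control set: DMSO and PEA EC100; Replication: single well for each compound.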
OXTR ag: agonists of human oxytocin receptor; AID 2435; CHO-OTR cells, Fluo-8 calcium fluorescence; normalized: DMSO 0%, oxytocin 100%; 320,000 compounds, 0.32% hits; P30559; activation, % at 3 µM;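 active = activation above the mean of all tested compounds plus 3 SD, cutoff set per screening run, cut at about 20% in these data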;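 note: peak over basal fluorescence ratio from a 100 s FLIPR kinetic read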
Target sequence (P30559 whole entry, looked up): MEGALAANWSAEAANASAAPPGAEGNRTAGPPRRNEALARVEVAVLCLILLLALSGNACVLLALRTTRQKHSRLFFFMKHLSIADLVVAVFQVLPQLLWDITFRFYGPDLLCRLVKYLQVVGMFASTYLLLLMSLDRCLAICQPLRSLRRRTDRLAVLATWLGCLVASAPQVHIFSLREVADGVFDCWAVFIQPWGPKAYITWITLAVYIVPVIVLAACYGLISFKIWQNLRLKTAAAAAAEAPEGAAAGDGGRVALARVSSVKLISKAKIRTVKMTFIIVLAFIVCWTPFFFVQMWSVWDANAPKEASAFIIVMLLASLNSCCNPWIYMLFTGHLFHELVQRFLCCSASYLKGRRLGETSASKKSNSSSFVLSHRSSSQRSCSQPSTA
CHRM1 antagonist: blocks human M1 muscarinic receptor. P11229. CHO-K1 hM1, Fluo-8 calcium fluorescence, ACh EC80 antagonist. inhibition, % at 3 µM. 360,000 compounds, 1.3% hits. AID 588852;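 active = percent inhibition above its own plate's cutoff, namely the mean of that plate's compound wells plus 3 SD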;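 note: peak over basal fluorescence ratio during 140 s after agonist addition; 0% = ACh EC80 plus DMSO and 100% = DMSO alone without agonist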
TAAR1 antagonist: human TAAR1 antagonism. 360,000 compounds, 1.5% hits. CHO RD-HGA16 TAAR1, Fluo-8 calcium fluorescence, antagonist. inhibition, % at 3 µM;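 active = inhibition above a per-plate cutoff, the mean inhibition of test compounds on that plate plus 3 SD, cut at about 49% in these data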;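 note: 0% = DMSO plus EC80 beta-PEA response and 100% = DMSO alone without agonist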
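System: CHO RD-HGA16 cells bearing hTAAR1. Reagent: EC80 β-phenethylamine stimulus. Schedule: seeding 17-24 h prior, 75-min 37 °C, 30-min RT dye loading. Signal: Fluo-8 intracellular calcium dye fluorescence, real-time kinetic reads. Read-out: % inhibition from peak post-agonist over basal fluorescence ratio. Benchmarks: vehicle wells and EC80 agonist wells. Replicates: n of 1.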
CHRM1 PAM: potentiates human M1 receptor response to acetylcholine; P11229; CHO-K1 hM1, Fluo-8 calcium fluorescence, ACh EC20; 0% = ACh EC20, 100% = maximal ACh; activation, % at 3 µM; 360,000 compounds, 0.088% hits; AID 588819; in the data active = activation above about 19%, passing the limit was not always enough
V1aR counter: V1a receptor agonism, counter-screen for OXTR agonists; CHO-V1R cells, Fluo-8 calcium fluorescence, agonist mode; 0% DMSO, 100% 3 nM vasopressin; 320,000 compounds, 0.25% hits; activation, % at 3 µM; AID 2797; P37288;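 active = activation above the mean activation of all tested compounds plus 3 SD, per screening run, cut at about 20% in these data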;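 note: signal is peak over basal fluorescence ratio across a 100 second FLIPR read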
CHO parental Ca: counter-screen for OX1R antagonists: effect in parental CHO cells; AID 463079; parental CHO-K1, ATP-induced calcium, Fluo-8 fluorescence; 330,000 compounds, 0.63% hits; inhibition, % at 5.6 µM;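 active = inhibition above that plate's mean sample inhibition plus 3 SD, cut at about 26% in these data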;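 note: 0% = ATP-challenged DMSO wells and 100% = DMSO wells without ATP; some compounds past the cut are filed as inactive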
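Measured by: calcium-sensitive Fluo-8 fluorescence / Test system: CHO parental line / Controls: ATP-challenged DMSO wells low, unchallenged DMSO wells high / Measure: % inhibition / Compound: single nominal dose of 5.6 µM per compound / Replicates: single well per compound, no replicates / Reagent: ATP as calcium-mobilizing challenge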
OXTR potentiator: potentiates the human oxytocin receptor response; activation, % at 3 µM; 320,000 compounds, 0.061% hits; CHO-OTR cells, Fluo-8 calcium fluorescence, potentiator mode; 0% = oxytocin EC15, 100% = EC100; P30559;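 active = activation above that plate's cutoff, the mean activation of tested compounds plus 3 SD, cut at about 6.6% in these data, passing the limit was not always enough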;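 note: 100% uses oxytocin at 75 nM as the full agonist control; some results filed as inactive read as strong as hits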
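System: human OTR in CHO cells; Also added: sub-maximal oxytocin, roughly EC15; Timing: compound 6 min at room temperature before oxytocin, 100 s read; Technique: Fluo-8 intracellular calcium fluorescence, ex 470-495, em 515-575 nm; Controls: oxytocin EC15 low and EC100 high; Replication: singlicate.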
M1 ag: agonists of human M1 muscarinic receptor; CHO-K1 hM1, Fluo-8 calcium fluorescence, agonist mode; 0% DMSO, 100% acetylcholine EC100; AID 588814; 360,000 compounds, 0.33% hits; P11229; activation, % at 3 µM;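 active = activation above the run's mean compound activation plus 3 SD, cut at about 16% in these data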;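 note: peak over basal fluorescence ratio within a 140 s kinetic read after compound addition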
* = called active by the depositor.

How did CCC1(CC)NC(=O)NC1=O do in these assays?
TAAR1 ag: 7.8; OXTR ag: -0.2; CHRM1 antagonist: -2.4; TAAR1 antagonist: 19.7; CHRM1 PAM: 4.5; V1aR counter: 0.8; CHO parental Ca: 0.1; OXTR potentiator: -3.5; M1 ag: -0.7

How did CCc1ccc(OCC(=O)N2CCN(c3ccccc3F)CC2)cc1 do in these assays?
TAAR1 ag: -1.6; OXTR ag: -1.6; CHRM1 antagonist: -6.4; TAAR1 antagonist: 0.3; CHRM1 PAM: 6.3; V1aR counter: -1.3; CHO parental Ca: -13.5; OXTR potentiator: -3.3; M1 ag: -2.4

What do the screens show for `OCC1(Cc2ccc(Cl)cc2)CCN(Cc2ccccc2F)CC1`?
TAAR1 ag: 2.8; OXTR ag: 6.2; CHRM1 antagonist: 9.3; TAAR1 antagonist: -3.4; CHRM1 PAM: -10.8; V1aR counter: 1.9; CHO parental Ca: -12.9; OXTR potentiator: -2.4; M1 ag: -8.1

What do the screens show for `COc1ccc(C(C(=O)NC(C)(C)C)N(CCc2ccccc2)C(=O)CCC(=O)Nc2cc(C)on2)cc1` (stereo not drawn)?
TAAR1 ag: 30.3; OXTR ag: 0.2; CHRM1 antagonist: 4.5; TAAR1 antagonist: -4.4; CHRM1 PAM: 15.6; V1aR counter: 4.4; CHO parental Ca: -20.3; OXTR potentiator: -8.8; M1 ag: 5.8

How did Cc1nc2cc(NC(=O)Nc3cccc([N+](=O)[O-])c3)ccc2n1C do in these assays?
TAAR1 ag: 1.2; OXTR ag: -0.4; CHRM1 antagonist: -10.5; TAAR1 antagonist: 1.9; CHRM1 PAM: 13.9; V1aR counter: 1.1; CHO parental Ca: -10.7; OXTR potentiator: -13.8; M1 ag: -1.4

Results for Cn1nnnc1SCC(=O)N1CCc2ccccc21 ?
TAAR1 ag: 1.3; OXTR ag: -0.1; CHRM1 antagonist: -12.3; TAAR1 antagonist: -11.2; CHRM1 PAM: 6.8; V1aR counter: 0.1; CHO parental Ca: -1.7; OXTR potentiator: -17.0; M1 ag: -6.6

What do the screens show for `CC(=O)N/C(=C/c1ccccc1)c1ccccc1`?
TAAR1 ag: 8.0; OXTR ag: -0.2; CHRM1 antagonist: 1.0; TAAR1 antagonist: 15.3; CHRM1 PAM: 2.0; V1aR counter: -0.2; CHO parental Ca: -12.6; OXTR potentiator: -5.2; M1 ag: -5.6

What do the screens show for `O=C(NCc1cc(C(F)(F)F)cc(C(F)(F)F)c1)C1CC(c2ccccc2[N+](=O)[O-])=NO1` (stereo not drawn)?
TAAR1 ag: 3.5; OXTR ag: -2.4; CHRM1 antagonist: -0.4; TAAR1 antagonist: -13.1; CHRM1 PAM: 2.6; V1aR counter: 5.9; CHO parental Ca: -15.7; OXTR potentiator: -9.0; M1 ag: -5.9

What do the screens show for `O=c1[nH]c(Cc2ccccc2)nc2ccccc12`?
TAAR1 ag: 0.1; OXTR ag: -0.4; CHRM1 antagonist: -6.3; TAAR1 antagonist: -10.1; CHRM1 PAM: 9.4; V1aR counter: -0.6; CHO parental Ca: -1.6; OXTR potentiator: -7.2; M1 ag: -7.2

What do the screens show for `COc1ccc(-c2cc(C(=O)Nc3ccc(O)cc3)c3ccccc3n2)cc1OC`?
TAAR1 ag: 17.4; OXTR ag: 1.7; CHRM1 antagonist: -19.8; TAAR1 antagonist: 62.3*; CHRM1 PAM: 1.5; V1aR counter: 2.9; CHO parental Ca: -3.2; OXTR potentiator: -2.1; M1 ag: 0.3

How did CCOC(=O)[C@H]1[C@H]2COc3ccc(OC)cc3[C@@H]2N2C(=O)CN(CCc3c[nH]c4ccccc34)C(=O)[C@@]12C do in these assays?
TAAR1 ag: 20.5; OXTR ag: 3.7; CHRM1 antagonist: -4.1; TAAR1 antagonist: 35.3; CHRM1 PAM: 0.7; V1aR counter: 2.5; CHO parental Ca: -16.9; OXTR potentiator: -2.3; M1 ag: 0.5

Results for CCOC(=O)C1CCCN(CCC(=O)Nc2cccc(Cl)c2C)C1 (stereo not drawn) ?
TAAR1 ag: 10.6; OXTR ag: -1.6; CHRM1 antagonist: 24.2; TAAR1 antagonist: 6.9; CHRM1 PAM: -15.8; V1aR counter: 0.1; CHO parental Ca: -16.0; OXTR potentiator: -9.8; M1 ag: 21.8*

How did CCOc1ccc(NC(=O)Nc2ccccc2C(N)=O)cc1 do in these assays?
TAAR1 ag: 10.0; OXTR ag: 0.8; CHRM1 antagonist: -7.9; TAAR1 antagonist: 1.9; CHRM1 PAM: 3.5; V1aR counter: 0.4; CHO parental Ca: -1.1; OXTR potentiator: -7.6; M1 ag: -1.4

Results for CCN(CC)S(=O)(=O)c1cccc(-c2nnc(SC(C)C#N)n2Cc2ccccc2)c1 (stereo not drawn) ?
TAAR1 ag: 12.5; OXTR ag: -0.9; CHRM1 antagonist: 5.0; TAAR1 antagonist: 23.4; CHRM1 PAM: -6.6; V1aR counter: 0.1; CHO parental Ca: -17.8; OXTR potentiator: -3.5; M1 ag: -6.4

Results for CONc1nc2nonc2nc1NOC ?
TAAR1 ag: 3.9; OXTR ag: 0.2; CHRM1 antagonist: -1.5; TAAR1 antagonist: 12.3; CHRM1 PAM: 0.8; V1aR counter: 0.8; CHO parental Ca: -3.7; OXTR potentiator: -0.8; M1 ag: -7.3

How did COc1ccc(NC(=O)CSc2nnc(C3CCCCC3)o2)c(OC)c1 do in these assays?
TAAR1 ag: 14.7; OXTR ag: -0.7; CHRM1 antagonist: -9.7; TAAR1 antagonist: -0.6; CHRM1 PAM: 5.8; V1aR counter: -0.2; CHO parental Ca: -7.0; OXTR potentiator: -4.0; M1 ag: -2.3

What do the screens show for `COc1ccccc1-n1cc(-c2ccccc2)[nH]c1=S`?
TAAR1 ag: 1.6; OXTR ag: 0.2; CHRM1 antagonist: -2.9; TAAR1 antagonist: -10.4; CHRM1 PAM: 6.3; V1aR counter: -0.5; CHO parental Ca: -8.0; OXTR potentiator: 1.1; M1 ag: -8.4

How did O=c1[nH]c(/C(=N\O)c2ccccc2)no1 do in these assays?
TAAR1 ag: 6.0; OXTR ag: 0.1; CHRM1 antagonist: 4.5; TAAR1 antagonist: -8.5; CHRM1 PAM: 1.1; V1aR counter: -0.2; CHO parental Ca: -2.2; OXTR potentiator: -2.2; M1 ag: -2.9

How did CCC1CCCCN1C1Sc2ccc(C(=O)OC)cc2NC1=O (stereo not drawn) do in these assays?
TAAR1 ag: 4.2; OXTR ag: 0.1; CHRM1 antagonist: -0.1; TAAR1 antagonist: 6.5; CHRM1 PAM: -4.0; V1aR counter: 0.2; CHO parental Ca: -2.0; OXTR potentiator: -4.4; M1 ag: -3.4

How did COc1ccc(NC(=O)C2CCCN(S(C)(=O)=O)C2)cc1OC (stereo not drawn) do in these assays?
TAAR1 ag: 3.3; OXTR ag: 0.5; CHRM1 antagonist: -8.5; TAAR1 antagonist: 2.1; CHRM1 PAM: 2.3; V1aR counter: 0.2; CHO parental Ca: 2.1; OXTR potentiator: 0.2; M1 ag: -6.1

What do the screens show for `COC(=O)C(Nc1nccs1)(OC)C(F)(F)F` (stereo not drawn)?
TAAR1 ag: 5.9; OXTR ag: 1.1; CHRM1 antagonist: -1.8; TAAR1 antagonist: -2.3; CHRM1 PAM: 5.9; V1aR counter: 0.7; CHO parental Ca: 2.6; OXTR potentiator: 0.5; M1 ag: -2.6

Results for CSc1oc(-c2ccco2)nc1S(=O)(=O)c1ccc(F)cc1 ?
TAAR1 ag: -1.0; OXTR ag: -1.9; CHRM1 antagonist: -8.9; TAAR1 antagonist: -19.7; CHRM1 PAM: 3.4; V1aR counter: -0.6; CHO parental Ca: 0.8; OXTR potentiator: -4.0; M1 ag: -4.5

How did CN(C)c1nnnn1-c1ccccc1Oc1ncc(C(F)(F)F)cc1Cl do in these assays?
TAAR1 ag: 3.4; OXTR ag: 0.3; CHRM1 antagonist: -6.9; TAAR1 antagonist: 9.9; CHRM1 PAM: 13.3; V1aR counter: 0.7; CHO parental Ca: -9.4; OXTR potentiator: -0.1; M1 ag: -4.9

Results for CSc1ccccc1OCc1cc(C(=O)N(C)Cc2ccncn2)no1 ?
TAAR1 ag: 0.2; OXTR ag: 0.3; CHRM1 antagonist: -0.7; TAAR1 antagonist: 0.1; CHRM1 PAM: -0.9; V1aR counter: 0.9; CHO parental Ca: 7.0; OXTR potentiator: -0.1; M1 ag: -3.9

What do the screens show for `CN(C)[C@H]1CCN([C@H]2CS(=O)(=O)N[C@@H]2COCc2ccccc2)C1`?
TAAR1 ag: 1.8; CHRM1 antagonist: -12.6; TAAR1 antagonist: -30.6; CHRM1 PAM: 10.7; M1 ag: -9.6

Results for COc1ccc(C2c3[nH]c4ccccc4c3C[C@H]3C(=O)N(CCCO)CC(=O)N23)c(OC)c1 (stereo partly drawn) ?
TAAR1 ag: 5.5; OXTR ag: 0.3; CHRM1 antagonist: -5.0; TAAR1 antagonist: -15.3; CHRM1 PAM: 4.9; V1aR counter: -0.2; CHO parental Ca: -15.5; OXTR potentiator: -12.1; M1 ag: -3.4

How did COC(=O)c1cc(CNC(=O)c2cccc(Cl)c2Cl)ccc1OC do in these assays?
TAAR1 ag: 6.5; OXTR ag: -2.3; TAAR1 antagonist: 5.7; V1aR counter: -0.2; CHO parental Ca: -3.7; OXTR potentiator: -12.3

How did COC(=O)[C@H](CCSC)NC(=O)Nc1cc(C)ccc1C do in these assays?
TAAR1 ag: 0.0; OXTR ag: 0.2; CHRM1 antagonist: 2.0; TAAR1 antagonist: -0.3; CHRM1 PAM: 6.0; V1aR counter: 0.3; CHO parental Ca: -10.4; OXTR potentiator: -5.5; M1 ag: -2.0

How did CCO[C@H]1OC(C(=O)O)=C[C@@H](c2coc3ccccc3c2=O)[C@@H]1CCCO do in these assays?
TAAR1 ag: 1.4; OXTR ag: 1.1; CHRM1 antagonist: 0.0; TAAR1 antagonist: 12.3; CHRM1 PAM: -1.1; V1aR counter: 1.6; CHO parental Ca: -21.6; OXTR potentiator: -7.2; M1 ag: -5.0

How did CCCCNC(=O)CSc1nc(COc2ccccc2)nc2ccccc12 do in these assays?
TAAR1 ag: 14.4; OXTR ag: -2.1; CHRM1 antagonist: -2.8; TAAR1 antagonist: 4.1; CHRM1 PAM: 11.1; V1aR counter: -1.1; CHO parental Ca: -26.1; OXTR potentiator: -10.3; M1 ag: -11.8
